PfHsp40 rescue = restores yeast growth despite PfHsp40 toxicity. S. cerevisiae expressing PfHsp40, growth rescue, ATP luminescence. growth rescue, % at 12.5 µM. 340,000 tested, 0.68% active. AID 504582; in the data active means growth rescue above about 28%, passing the limit was not always enough; inconclusive means no clear call, values can overlap the other calls;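 further: yeast W303a lacking pdr1 and pdr3 grown in galactose medium; growth measured after three days at 30 °C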
Mtb BioA inh = BioA (M. tuberculosis) enzyme inhibition; inhibition, % at 9.99 µM; 360,000 tested, 0.096% active; purified M. tuberculosis BioA enzyme, plate reader; in the data active means inhibition above about 40%; inconclusive means no clear call, values can overlap the other calls
BoNT-A LC inh2 = BoNT A light chain protease inhibition; multiplex microsphere protease substrate cleavage, flow cytometry; inhibition, % at 10 µM; 360,000 tested, 0.17% active; further: plate controls were buffer without enzyme for full effect and enzyme alone for no effect
GDH-TPI inh = GDH-TPI coupled enzyme inhibition counter-screen; GDH-TPI coupled enzyme counterscreen, NADH absorbance; inhibition, % at 4.8 µM; 360,000 tested, 1.2% active; in the data active means inhibition above about 30%;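 further: 0% = DMSO wells and 100% = wells lacking the enzyme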
Mtb UGM inh = Mtb UDP-galactopyranose mutase inhibition | AID 504406 | inhibition, % at 10 µM | purified UGM, fluorescence polarization probe displacement | 320,000 tested, 0.06% active | P9WIQ1; in the data active means inhibition above about 10%, passing the limit was not always enough; inconclusive means no clear call, values can overlap the other calls
Target sequence (P9WIQ1 whole entry, looked up): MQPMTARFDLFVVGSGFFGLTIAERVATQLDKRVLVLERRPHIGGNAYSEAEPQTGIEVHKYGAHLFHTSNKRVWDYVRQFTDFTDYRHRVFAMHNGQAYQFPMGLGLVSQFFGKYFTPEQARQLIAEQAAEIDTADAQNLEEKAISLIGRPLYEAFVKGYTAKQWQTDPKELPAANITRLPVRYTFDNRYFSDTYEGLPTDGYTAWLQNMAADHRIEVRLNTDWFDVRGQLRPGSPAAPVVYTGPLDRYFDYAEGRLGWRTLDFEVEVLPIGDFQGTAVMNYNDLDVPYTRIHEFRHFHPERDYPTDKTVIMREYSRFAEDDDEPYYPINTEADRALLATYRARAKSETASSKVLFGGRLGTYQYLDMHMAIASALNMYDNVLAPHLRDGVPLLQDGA
Mtb FBA inh = inhibitors of M. tuberculosis fructose-bisphosphate aldolase; 360,000 tested, 2.3% active; purified M. tuberculosis FBA, fluorescence read-out; P9WQA3; AID 588726; inhibition, % at 1 µM; in the data active means inhibition above about 27%;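 further: 0% = vehicle and 100% = reference inhibitor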
Target sequence (P9WQA3 whole entry, looked up): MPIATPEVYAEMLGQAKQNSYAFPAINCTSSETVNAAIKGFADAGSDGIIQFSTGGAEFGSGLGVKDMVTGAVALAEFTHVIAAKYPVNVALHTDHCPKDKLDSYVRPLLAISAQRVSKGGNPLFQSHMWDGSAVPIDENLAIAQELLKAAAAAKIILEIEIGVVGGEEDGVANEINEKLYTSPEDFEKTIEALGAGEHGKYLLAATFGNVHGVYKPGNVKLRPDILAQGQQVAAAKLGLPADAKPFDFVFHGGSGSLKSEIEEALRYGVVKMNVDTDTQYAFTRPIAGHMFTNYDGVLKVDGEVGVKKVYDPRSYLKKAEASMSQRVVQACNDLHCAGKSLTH
BoNT-F LC inh = blocks Botulinum neurotoxin F light chain protease | Multiplex microsphere protease cleavage assay, flow cytometry | inhibition, % at 10 µM | 360,000 tested, 0.22% active | AID 588497; in the data active means inhibition above about 35%, passing the limit was not always enough; inconclusive means no clear call, values can overlap the other calls; further: plate controls were buffer without enzyme for full effect and enzyme alone for no effect
Anthrax LF prot = blocks Bacillus anthracis lethal factor protease | P15917 | multiplex microsphere protease cleavage assay, LF | inhibition, % at 10 µM | 360,000 tested, 0.12% active | AID 588501; further: plate controls were buffer without enzyme for full effect and enzyme alone for no effect
FadD28 binding = M. tuberculosis FadD28 bisubstrate binding inhibition; FadD28 bisubstrate probe binding, fluorescence polarization; inhibition, % at 12.5 µM; 360,000 tested, 0.22% active; AID 588549; in the data active means inhibition above about 8.5%, passing the limit was not always enough; inconclusive means no clear call, values can overlap the other calls
* hit, by the source's call; ? = inconclusive; . = no result given. Unless noted, no stated cut-off is given here; in the data, active means inhibition above about 30%; inconclusive means no clear call, values can overlap the other calls; inactive means below that.

(1) NC(=O)c1nn(-c2cccc(Cl)c2)c(=O)cc1O
(2) CCn1cc(C(=O)N2CCN(c3cccc(C)c3C)CC2)c(=O)c2ccc(C)nc21
(3) CC1(C(=O)NS(=O)(=O)Cc2ccccc2)CCN1C(=O)C/C=C/c1ccccc1 (stereo unspecified)
(4) c1ccc2c(c1)CNCc1cnnn1-2
(5) COc1cccc(C(C(=O)NC2CCCC2)N(Cc2ccco2)C(=O)c2ccco2)c1OC (stereo unspecified)
(6) CN(C)S(=O)(=O)c1ccc(NC(=O)CN2C(=O)NC(Cc3ccccc3)C2=O)cc1 (stereo unspecified)
(7) O=C(Nc1nc(-c2ccc3ccccc3c2)cs1)c1ccc(N2C(=O)CCC2=O)cc1
(8) CCN(CC)c1ccc(C=Nc2cc(C)ccc2C)c(O)c1
(9) O=C(Nc1ccc(NC(=O)c2ccco2)nc1)c1ccco1
(10) Cc1cc(C)cc(OCC(=O)NCCc2nc3ccccc3[nH]2)c1

compound no.,1,2,3,4,5,6,7,8,9,10
PfHsp40 rescue,-0.2,3.4,.,-1.0,-0.3,-0.2,0.1,-1.0,1.4,0.2
Anthrax LF prot,-7.1,-7.6,-12.1,-10.2,1.1,-14.4,2.4,27.7,-4.2,-4.8
FadD28 binding,0.6,1.0,-1.0,-2.6,-0.4,-0.8,-2.5,-0.8,-3.7,-1.3
Mtb FBA inh,-0.1,-0.1,2.3,-2.1,6.8,-1.4,-1.4,-2.0,-4.9,3.2
BoNT-F LC inh,-0.4,-8.9,-2.2,-0.3,-7.5,-7.1,-9.2,20.2,-4.2,-6.2
Mtb UGM inh,-0.2,2.0,.,.,-0.7,1.7,-0.7,-2.7,-0.2,4.2
Mtb BioA inh,-1.2,-3.0,-1.4,-0.6,.,0.4,-1.2,-3.6,.,-0.8
GDH-TPI inh,10.0,24.7,-4.9,1.0,-0.9,4.5,18.8,38.0*,8.5,0.0
BoNT-A LC inh2,0.2,-1.4,-0.6,-0.1,-1.4,-0.5,-0.9,72.4*,-0.6,-1.5

(11) CCOC(=O)c1c(C)[nH]c(C(=O)CSc2nccc(C)n2)c1C
(12) CCC(C)n1c(O)c(/C=N/Nc2nc3c(c(=O)n(C)c(=O)n3C)n2C)c(=O)[nH]c1=S (stereo unspecified)
(13) CC(Oc1ccc2ccc(=O)oc2c1)C(=O)NC1CC(C)(C)NC(C)(C)C1 (stereo unspecified)
(14) CCOC(=O)C(=O)/C(C#N)=C/Nc1ccccc1
(15) C=CCn1c(O)c(C(C)=NCc2ccco2)c(=O)[nH]c1=O
(16) c1ccc(Cn2ncc3c(N4CCN(c5ccccc5)CC4)ncnc32)cc1
(17) O=C(N/N=C/c1ccc(OCCCF)cc1)c1ccc(C(F)(F)F)cc1
(18) N/C(CC1CC1(Cl)Cl)=N\OC(=O)c1ccccc1 (stereo unspecified)
(19) CCC(C)(C)NC(=O)CN(CCc1cccc(C)c1)C(=O)c1csnn1
(20) CC(=O)Nc1ccc(S(=O)(=O)N/N=C/c2ccc(C)s2)cc1

compound no.,11,12,13,14,15,16,17,18,19,20
PfHsp40 rescue,0.1,0.6,0.0,0.5,0.9,.,-0.1,-0.8,0.2,0.2
Anthrax LF prot,-2.7,-10.8,2.7,-0.8,0.2,-1.2,-5.6,5.3,-3.2,0.3
FadD28 binding,-1.3,1.0,-0.6,-3.0,0.9,-3.0,-2.2,-4.9,-2.4,-1.6
Mtb FBA inh,-2.1,3.4,24.9,-1.1,-1.9,2.4,1.6,0.1,-3.5,-3.4
BoNT-F LC inh,-4.4,?,2.6,-0.7,0.1,-6.2,-3.2,?,-1.4,-10.6
Mtb UGM inh,-1.4,1.5,0.1,-0.5,1.0,.,-1.9,-0.1,-0.1,0.8
Mtb BioA inh,.,.,0.3,-1.1,-0.1,-0.3,.,-2.3,.,.
GDH-TPI inh,1.9,21.9,17.9,4.3,9.7,4.1,7.3,-0.8,-5.4,14.2
BoNT-A LC inh2,0.1,-2.0,2.1,-0.5,-0.3,-0.5,0.8,-1.4,-0.2,-1.4

Profiles as entered above. Order of values: PfHsp40 rescue	Anthrax LF prot	FadD28 binding	Mtb FBA inh	BoNT-F LC inh	Mtb UGM inh	Mtb BioA inh	GDH-TPI inh	BoNT-A LC inh2
Entry for CCOC(=O)C(=O)/C(C#N)=C/Nc1ccccc1 = 0.5	-0.8	-3.0	-1.1	-0.7	-0.5	-1.1	4.3	-0.5
Entry for Cc1cc(C)cc(OCC(=O)NCCc2nc3ccccc3[nH]2)c1 = 0.2	-4.8	-1.3	3.2	-6.2	4.2	-0.8	0.0	-1.5
Entry for C=CCn1c(O)c(C(C)=NCc2ccco2)c(=O)[nH]c1=O = 0.9	0.2	0.9	-1.9	0.1	1.0	-0.1	9.7	-0.3
Entry for CC(Oc1ccc2ccc(=O)oc2c1)C(=O)NC1CC(C)(C)NC(C)(C)C1 (stereo unspecified) = 0.0	2.7	-0.6	24.9	2.6	0.1	0.3	17.9	2.1

(listing goes on)
(21) CCCn1c2ccccc2c2nnc(SCC(=O)Nc3nnc(CC(=O)OCC)s3)nc21
(22) COc1ccc(C2CC(O)(c3ccccc3)Oc3cc(OC)c(OC)c(OC)c32)cc1 (stereo unspecified)
(23) O=C(CCl)N(CCc1ccccc1)CCc1ccccc1
(24) O=C(Cn1c(CO)nc2ccccc21)NC1CCCCCC1
(25) CC(C(=O)Nc1ccc2c(c1)OCO2)N(C)CC(=O)Nc1ccccc1Cl (stereo unspecified)
(26) COc1cc(-c2cc(NC=O)c3ncc(-c4cccc(C(F)(F)F)c4)n3c2)cc(OC)c1OC
(27) O=[N+]([O-])c1cccc(/C=C2\CCC(/C=N/Nc3ccc4ccccc4n3)=C2N2CCOCC2)c1
(28) Cc1cc(Cl)cc(C)c1OCCCCN1CCOCC1
(29) Cc1cc(NC(=O)c2cc3ncc(Br)cn3n2)no1
(30) Clc1ccccc1CSc1ncn(-c2ccccc2)n1

compound no.,21,22,23,24,25,26,27,28,29,30
PfHsp40 rescue,0.1,-1.7,0.5,0.0,-0.7,.,-0.5,1.3,0.0,3.0
Anthrax LF prot,-3.7,-1.5,-1.8,-0.3,3.2,-4.4,0.5,0.5,2.5,2.0
FadD28 binding,0.4,-1.7,-1.8,-2.1,-5.0,-0.3,-0.4,-4.1,-2.7,-14.1
Mtb FBA inh,-2.9,-4.2,5.3,2.4,-0.8,5.3,-2.6,1.5,-1.3,3.1
BoNT-F LC inh,9.3,-2.3,1.0,-0.1,0.3,-1.6,-25.7,13.3,0.6,0.4
Mtb UGM inh,2.3,-1.0,4.6,1.7,1.8,.,-1.1,-0.2,1.1,-0.6
Mtb BioA inh,-1.6,-0.2,-3.1,.,4.1,1.1,.,-0.5,0.4,2.1
GDH-TPI inh,17.2,3.1,6.1,-5.0,-2.1,5.4,6.9,-8.6,5.2,-2.9
BoNT-A LC inh2,0.7,-0.6,-1.4,-0.1,-0.6,-0.2,6.3,10.3,-0.3,1.7

(31) O=C(CN1C(=O)c2cccnc2Oc2ccc(Cl)cc21)NCCc1ccccc1
(32) CC(C)C(NS(=O)(=O)c1ccc2c(c1)C(C)(C)C(=O)N2C)C(=O)NCc1ccc(F)cc1 (stereo unspecified)
(33) COc1ccc(NC(=O)c2cc([N+](=O)[O-])ccc2O)cc1
(34) COC(=O)c1ccc(N2CCOCC2)c(NC(=O)c2ccc3c(c2)OCCO3)c1
(35) CCOC(=O)c1sc(=NC(=O)c2cccc(OC)c2)n(C)c1C
(36) CC1SCC(=O)N(CC(=O)NCCc2ccccc2)C1=O (stereo unspecified)
(37) Cc1nnc(NC(=O)c2cccc(S(=O)(=O)N3CCc4ccccc43)c2)s1
(38) COc1ccccc1NC(NC(=O)c1ccco1)C(=O)c1ccccc1 (stereo unspecified)
(39) Cc1ccc(S(=O)(=O)NC(=O)Nc2ccccc2F)cc1
(40) O=C(Nc1ccc(Cl)cc1)N1CCOCC1

compound no.,31,32,33,34,35,36,37,38,39,40
PfHsp40 rescue,-1.0,0.7,-2.6,-1.0,-1.5,-0.7,-0.6,0.7,-1.2,-1.7
Anthrax LF prot,.,-1.9,1.1,-0.1,1.1,-3.5,-1.5,-6.8,3.7,24.1
FadD28 binding,-0.7,-1.9,2.1,-3.6,-1.4,-3.8,-2.5,-0.5,0.8,-1.7
Mtb FBA inh,0.0,2.1,-5.2,0.4,1.8,3.2,5.1,-0.9,4.0,-6.3
BoNT-F LC inh,.,-5.8,-4.4,7.3,-0.9,-5.7,-3.5,-22.2,-1.1,?
Mtb UGM inh,5.2,0.7,-0.4,3.7,-2.3,0.1,5.9,-4.1,1.1,0.1
Mtb BioA inh,1.3,-0.5,.,-1.7,-1.8,.,-1.1,-0.4,-12.6,0.3
GDH-TPI inh,-6.1,-2.0,13.6,-4.6,15.1,0.6,-9.1,1.7,1.4,-12.4
BoNT-A LC inh2,.,-0.3,-0.9,1.6,-1.3,-0.5,1.1,-2.3,-1.0,-0.5

(41) CC(C)(C)P(=O)(NCc1ccccc1)c1ccccc1 (stereo unspecified)
(42) COc1ccc(S(=O)(=O)NC(=O)C2(C)CCN2C(=O)Cc2ccccc2Cl)cc1 (stereo unspecified)
(43) N#Cc1c(Nc2ccccc2)c(C=NCCN2CCOCC2)c[nH]c1=O
(44) Cc1ccccc1C(=O)NC1CCN(Cc2nnnn2C2CCCC2)CC1
(45) CCOC(=O)CNC(=O)C(Cc1ccccc1)NS(=O)(=O)c1cccs1 (stereo unspecified)
(46) COc1cccc(OCC(O)CN2CCN(c3ccccn3)CC2)c1 (stereo unspecified)
(47) COc1ccccc1NC(=O)Nc1ccnn1C1CCN(C(=O)C2CCOC2)CC1 (stereo unspecified)
(48) CCCCNC(=S)Nc1ccc2nc3n(c(=O)c2c1)CCCCC3
(49) CCCCS(=O)(=O)NC1=NCN(Cc2ccco2)CN1
(50) CC(Oc1cccc2ccccc12)C(=O)N/N=C/c1cccnc1 (stereo unspecified)
(51) Cc1nn(C)c(C)c1CN(C)C(=O)c1nn2c(c1Br)NC(c1cccs1)CC2C(F)(F)F (stereo unspecified)

compound no.,41,42,43,44,45,46,47,48,49,50,51
PfHsp40 rescue,53.1*,.,0.2,-2.4,-0.6,1.6,.,0.0,?,-1.1,0.6
Anthrax LF prot,-2.8,-2.1,-0.4,-1.0,-0.9,-0.6,5.7,-0.5,-2.2,2.2,-2.5
FadD28 binding,-1.9,-2.4,-1.5,-1.6,3.2,-0.8,0.1,2.3,-1.6,-1.5,-1.9
Mtb FBA inh,5.4,3.2,0.7,-7.0,2.5,-1.4,-0.7,1.5,-2.9,6.4,0.7
BoNT-F LC inh,-2.8,5.9,-3.9,0.7,-18.4,2.7,0.5,0.7,26.7,2.4,0.1
Mtb UGM inh,3.5,.,2.2,0.2,-0.3,0.1,.,0.8,3.4,-1.0,-0.5
Mtb BioA inh,0.0,-0.2,-0.4,-0.5,0.8,0.3,-0.4,3.1,-2.1,12.1,2.8
GDH-TPI inh,2.2,4.6,3.9,8.3,0.5,7.8,0.9,6.2,9.9,-0.5,1.8
BoNT-A LC inh2,0.3,0.3,-0.3,-0.7,-1.2,-0.2,0.1,0.5,-0.3,0.4,0.1

From PubChem
